# Bioassay records from PubChem BioAssay.
# BRCA1 expr act = qHTS Assay to Identify Small Molecule Activators of BRCA1 Expression; AID 624202, 2012; MCF7-BRCA1-FFLuc reporter, luminescence, 48 h; response scale: scaled: vehicle 0%, 10 µM genistein 100%; Potency, µM (doses to about 46.1 µM), inactives show at the top dose activation, actives largely listed as activators; actives 1.1% (n = 380,000); note: potency is the fitted concentration of half-maximal effect; nearly all actives have a fitted effect of over 80% in size; some results filed as inactive show a strong effect at the top dose
#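 Reporter cells (MCF7, BRCA1 promoter-firefly luciferase) received library compounds across a concentration series for 48 h. End-point luminescence was measured and concentration-effect curves derived after normalization.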
# MLL CXXC-DNA inh = qHTS Fluorescence Polarization Assay for Inhibitors of MLL CXXC domain - DNA interaction; Histone-lysine N-methyltransferase 2A (Homo sapiens), Q03164; MLL-CXXC / FITC-HOXA9 DNA fluorescence polarization; Potency, µM (top dose mostly 115 µM), for inactives: at the highest dose activity change, negative = inhibition, hits mostly inhibitors; actives 0.037% (n = 290,000); active = well fitted inhibition curve with a large enough effect in the polarisation, with a control signal flat, not every such curve was filed as active; inconclusive = small, poorly fitted or top-dose-only effect, or effect the other way, or a change in a side signal; inactive = no such curve, though single readings can be large or run the other way; the % refers to the polarisation; note: potency is the fitted concentration of half-maximal effect
#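 Purified MLL-CXXC (added from a 7 uM solution) was preincubated 5 min at ambient with pinned compounds in 50 mM Tris-HCl pH 7.5, 50 mM NaCl, 1 mM DTT, 0.05% BSA. Fluorescein-labeled HOX-A9 DNA (50 nM solution) followed, 30 min, then polarization read.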
# AT treatment = qHTS Assay for Identifying a Potential Treatment of Ataxia-Telangiectasia; […] A-T fibroblasts, KAP-1 phosphorylation AlphaLISA; neocarzinostatin DNA damage 30 min before lysis; Potency, µM (series often up to 57.5 µM), for inactives: at the highest dose activation, hits mostly activators; actives 0.19% (n = 320,000); AID 485349, 2010; note: potency is the fitted concentration of half-maximal effect; % of control where 0% means no effect; nearly all actives have a fitted effect of over 45% in size
#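 ATM-like activity read as KAP-1 phosphorylation via AlphaLISA donor/acceptor antibody pairs after lysis and 6 hr at 25C. Cells were ATM-null patient fibroblasts ([…], hTERT), dosed 60 min, then exposed to the DSB inducer NCS for 30 min.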
# p53 reactivation = qHTS assay for re-activators of p53 using a Luc reporter; Potency, µM (highest dose often 92.2 µM), without a hit: at the highest dose activity change, positive = activation, most hits filed as activators; H1299 p53-A138V BP100-luciferase reporter, luminescence, 24 h; actives 0.063% (n = 320,000); AID 504706, 2011; note: potency is the fitted concentration of half-maximal effect; % of control where 0% means no effect; nearly all actives have a fitted effect of over 45% in size
#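 p53-null H1299 cells stably carrying temperature-sensitive p53-A138V and a BP100-luciferase reporter were pinned with compounds (4-point, 1:5 series) and held 24 hrs at 37 deg C. Luminescence was read 10 min after detection reagent.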
# B2AR arrestin = qHTS assay of beta-arrestin-biased ligands of beta2-adrenergic receptor | Beta-2 adrenergic receptor (Homo sapiens), P07550 | beta-arrestin recruitment to beta2AR, cell-based reporter | Potency, µM (doses to about 46.1 µM), for inactives: at the top dose activation, usual class: activators | actives 0.02% (n = 330,000) | AID 492947, 2010;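 note: potency is the fitted concentration of half-maximal effect; 0% = DMSO controls and full agonism = EC100 isoproterenol or metaproterenol; nearly all actives have a fitted effect of over 65% in size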
# TCR act = Activators of T cell receptors: qHTS campaign | primary human leukocytes, anti-CD3, IL-2 HTRF, 48 h | AID 504894, 2011 | 330,000 tested, under 10 active | Potency, µM (doses to about 9.22 µM), for the others: top-dose activation of IL-2 secretion, actives largely listed as activators; note: % of control where 0% means no effect
#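 Primary human leukocytes receive a-CD3 beads and test compound and are incubated 48 hr. Secreted IL-2 is then assayed by HTRF, measuring 665nm acceptor emission after 320nm excitation of the europium donor.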
# TRPV1 agonist = HTS Assay for Compounds that Act as Agonists of the Vanilloid Receptor 1 | TRPV1-expressing cells, Fluo-8 calcium influx, agonist mode | actives 0.19% (n = 320,000) | Transient receptor potential cation channel subfamily V member 1 (Homo sapiens), Q8NER1 | activation, % at 8.33 µM; in the data active = activation above about 80%; inconclusive = between about 30% and that limit; note: 0% is about no effect
# Target sequence (Q8NER1 whole entry, looked up): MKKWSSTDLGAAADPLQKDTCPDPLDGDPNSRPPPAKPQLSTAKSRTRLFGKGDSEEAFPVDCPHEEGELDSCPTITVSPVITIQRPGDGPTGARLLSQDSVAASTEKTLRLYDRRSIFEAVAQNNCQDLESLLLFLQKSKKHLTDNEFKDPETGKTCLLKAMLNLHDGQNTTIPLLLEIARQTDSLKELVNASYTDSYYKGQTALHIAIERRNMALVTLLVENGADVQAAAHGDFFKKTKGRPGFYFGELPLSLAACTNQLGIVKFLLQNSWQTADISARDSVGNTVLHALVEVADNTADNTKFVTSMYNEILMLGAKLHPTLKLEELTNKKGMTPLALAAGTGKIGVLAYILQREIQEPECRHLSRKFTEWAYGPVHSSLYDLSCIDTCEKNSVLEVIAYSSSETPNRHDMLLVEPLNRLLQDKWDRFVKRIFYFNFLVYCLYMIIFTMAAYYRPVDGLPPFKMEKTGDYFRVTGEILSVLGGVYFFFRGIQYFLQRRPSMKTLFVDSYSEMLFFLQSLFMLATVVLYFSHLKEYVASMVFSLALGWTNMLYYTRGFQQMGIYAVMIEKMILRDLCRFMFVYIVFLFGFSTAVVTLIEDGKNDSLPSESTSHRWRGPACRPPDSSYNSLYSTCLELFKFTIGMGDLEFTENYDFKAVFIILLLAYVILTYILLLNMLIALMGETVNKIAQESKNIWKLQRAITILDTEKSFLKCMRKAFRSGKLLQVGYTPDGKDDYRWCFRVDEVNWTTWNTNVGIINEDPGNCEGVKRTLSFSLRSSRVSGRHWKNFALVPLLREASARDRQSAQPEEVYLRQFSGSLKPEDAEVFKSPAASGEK
#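 Fluo-8 calcium influx in TRPV1-expressing cells, kinetic read (ex 480/em 520 nm). Compound added and read 3 min for agonist activity, followed by capsaicin at EC20 final and 2 min further read for enhancement.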
# a7 integrin act = qHTS for Activators of Integrin-Mediated Alleviation for Muscular Dystrophy | Potency, µM (top dose mostly 38.3 µM), for inactives: top-dose activation, most hits filed as activators | alpha7betagal myoblasts, beta-gal FDG fluorescence, 48 h | AID 624291, 2012 | actives 0.064% (n = 350,000);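 note: potency is the fitted concentration of half-maximal effect; 100% = response of the positive control SU9516; nearly all actives have a fitted effect of over 60% in size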
#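 alpha7betagal+/- myoblasts (passage 13, 250/well) treated 48 h at 37C with compounds at 1:260 dilution of DMSO stock. Lysed, then beta-galactosidase activity read as FDG fluorescence (ex 480/em 540) after 30 min, with pre-read for autofluorescence.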
# ELG1 DNA repair = qHTS screen for small molecules that inhibit ELG1-dependent DNA repair in human embryonic kidney (HEK293T) cells expressing luciferase-tagged ELG1; HEK293T ELG1-luciferase reporter, luminescence, 16 h; DNA damage induced by 5-fluorouridine; Potency, µM (series often up to 46.1 µM), without a hit: at the top dose activity change, negative = inhibition, actives largely listed as inhibitors; actives 2.3% (n = 330,000); AID 504467, 2011; note: potency is the fitted concentration of half-maximal effect; % is set by controls: 0 for no effect and ±100 for the full control effect; nearly all actives have a fitted effect of over 55% in size
#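 Cells (2,000 per well) received 5-fluorouridine plus test compound or DMSO and were incubated 16 hr at 37 °C, 5% CO2. Luciferase activity was read by luminescence 30 min after ONE-Glo addition; signal suppression marked inhibition of damage-induced ELG1 function.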
# PTAP TSG101 blk = qHTS Assay for Iinhibitors of HIV-1 Budding by Blocking the Interaction of PTAP/TSG101. Tumor susceptibility gene 101 protein (Homo sapiens), Q99816. Fluorescence polarization, FITC-PTAP peptide / Tsg101 binding. Potency, µM (top dose mostly 115 µM), inactives show at the top dose activity change, negative = inhibition, most hits filed as inhibitors. 340,000 tested, under 10 active; active = well fitted inhibition curve with a large enough effect in the main read-out, with a control signal flat, not every such curve was filed as active; inconclusive = small, poorly fitted or top-dose-only effect, or effect the other way, or a change in a side signal; inactive = no such curve, though single readings can be large or run the other way; note: potency is the fitted concentration of half-maximal effect; % of control where 0% means no effect
#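 Tsg101 binding domain (10 uM final) was mixed with compound and a FITC-labeled PTAP peptide (50 nM final) in HEPES pH 7.5 buffer with NaCl, Tween 20, EDTA and TCEP; fluorescence polarization was read after 20 min at r.t.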
# * = called active by the depositor; u = inconclusive; x = not tested or not shown; [ ] = dose if it differs, or a comment. Unless noted, calls come from the whole dose curve; as a rule, active = well fitted curve in the direction sought with a large enough effect; inconclusive = small, poorly fitted or top-dose-only effect, or another doubt; inactive = no such curve, though single readings can be large; an effect the other way counts as inactive or inconclusive.
SMILES,BRCA1 expr act,MLL CXXC-DNA inh,AT treatment,p53 reactivation,B2AR arrestin,TCR act,TRPV1 agonist,a7 integrin act,ELG1 DNA repair,PTAP TSG101 blk
CCOC(=O)CC(=O)CSc1nc(-c2ccc3c(c2)OCO3)cc(C(F)(F)F)c1C#N,-78%,-4%,7%,2%,-0.2%,0%,0,1%,4%,2%
CC(OC(=O)c1ccccc1OCc1ccc(Cl)cc1)C(N)=O (configuration not stated),-22%,-6%,4%,-4%,0.0%,2%,26,x,-3%,-4%
C/C(=N\NC(=O)c1cc(O)ccc1O)c1cccc(NC(=O)c2cccc(Cl)c2)c1,72%,-9%,-9%,4%,0.1%,-10%,u,19%,u,-4%
CC(=O)c1cccc(NC(=O)CCN2C(=O)C3C4CCC(C4)C3C2=O)c1 (configuration not stated),5%,0%,-11%,11%,-0.1%,-1%,3,u,20%,-3%
NC(=O)c1nsc(C(=O)N(c2ccccc2F)C(C(=O)NCc2ccc(F)cc2)c2ccc(O)cc2)c1N (configuration not stated),-60%,0%,0%,-9%,-0.1%,2%,3,u,u,-4%
O=C(c1ccc(Cl)c(Cl)c1)N1CCC(=O)N(C(CO)Cc2ccccc2)CC1 (configuration not stated),-8%,x,x,x,x,0%,x,8%,x,-4%
N=C1C(=O)OCC1c1ccccc1NC(=O)CN1CCCCC1 (configuration not stated),0%,-2%,-1%,3%,-1.3%,1%[46.1 µM],-5,7%,-8%,-7%
CCc1nc2ccccc2n1CC(=O)N(C(C)CC)C1CCS(=O)(=O)C1 (configuration not stated),-4%,0%,2%,-13%,-0.8%,2%,-1,-3%,5%,-4%
Cc1cccc(C(=O)Nc2nc(C)c(C(=O)Nc3ccc4c(c3)CCC4)s2)c1,-54%,37%[activator],-2%,-8%,0.0%,8%,x,-10%,u,-7%
CC(C)(C)c1ccccc1OCC(=O)NCCC(=O)O,-2%,2%,x,20%,0.0%,-8%,1,-24%,0%,0%
CCN(CC)C(=O)[C@H]1CC(CC(=O)NC(C)(C)C)C(=O)N2CCc3c([nH]c4ccccc34)[C@]12C (some centres not stated),5%,x,12%,-5%,0.5%,1%,x,28%,6%,-3%
O=C(CNC(=O)c1ccco1)OCC(=O)c1cccc2ccccc12,-18%,-11%,x,x,x,-2%,21,4%,x,-4%
COc1ccc(C2=NN(C(=O)c3ccccc3)C(c3ccc(OC)c(OC)c3)C2)c(OC(C)=O)c1 (configuration not stated),x,14%,3%,-8%,0.2%,x,1,x,u,x
COc1cc(/C=C2/S/C(=N/S(=O)(=O)c3ccccc3)NC2=O)c([N+](=O)[O-])cc1OC,-12%,-26%,1%,0%,0.2%,0%,1,17%,7%,-8%
C=CCOC(=O)Nc1c(C(=O)OC)[nH]c2ccccc12,-43%,-4%,-3%,6%,4.5%,-5%,19,-27%,-4%,-9%
O=C(NCCCc1ccccc1)[C@@H]1Cc2ccccc2CN1,0%,6%,-2%,-2%,-0.4%,3%,24,-17%,3%,-4%
CC(Sc1ccccc1)C(=O)Nc1cccc(N(C)S(C)(=O)=O)c1 (configuration not stated),14%,1%,x,x,x,6%,10,3%,x,-7%
Cc1ncoc1C(=O)Nc1cccc(Cl)c1,82%,-16%,x,u,-1.5%,-11%,2,7%,u,-1%
COc1ccc2c(c1)CCc1c(C(=O)NCCc3ccc(OC)c(OC)c3)noc1-2,-20%,7%,11%,-3%,0.2%,-6%,3,-3%,u,-1%
CCCN=C1CC(C)(C)CC(=O)/C1=C(/O)CCCN1C(=O)c2ccccc2C1=O,0%,7%,-2%,0%,-0.4%,9%,5,40%,-11%,-2%
O=C(CSc1nnc(-c2ccccc2)c(-c2ccccc2)n1)Nc1ncc(Cl)cc1Cl,2%,54%[activator],1%,u,-0.3%,0%[46.1 µM],3,29%,-23%,-4%
CC(C(=O)N1CCN(C)CC1)N1C(=O)c2ccccc2C1=O (configuration not stated),5%,6%,4%,1%,-0.1%,6%,1,15%,3%,2%
Nc1nc(CSC(=S)N2CCOCC2)nc(Nc2ccc(F)cc2)n1,80%,15%,0%,u,0.0%,-2%[46.1 µM],u,6%,u,0%
COc1ccc(/C(C)=N\NC(=O)c2ccc3c(c2)OCO3)cc1OC,x,-7%,-1%,13%,0.2%,x,4,x,u,x
COc1cccc2sc(N3CCN(C(=O)c4ccc([N+](=O)[O-])o4)CC3)nc12,-85%[inhibitor],x,7%,26%,-0.5%,-2%,-2,-61%[inhibitor],u,-2%

# The list goes on:
SMILES,BRCA1 expr act,MLL CXXC-DNA inh,AT treatment,p53 reactivation,B2AR arrestin,TCR act,TRPV1 agonist,a7 integrin act,ELG1 DNA repair,PTAP TSG101 blk
CCN(CC(=O)NCc1ccc(Cl)cc1)C(=O)CSCC(=O)Nc1ccc(C)cc1,-26%,x,-3%,-2%,8.1%,8%,15,3%,-1%,-2%
Cc1nc(-n2cc(F)c(=O)[nH]c2=O)c2nc(C)oc2n1,5%,0%,0%,-2%,-0.7%,4%,3,-5%,7%,-5%
COc1ccc(C2c3c(oc4c(C)cc(C)cc4c3=O)C(=O)N2Cc2cccnc2)cc1OC (configuration not stated),x,-1%,3%,-5%,0.2%,x,-1,x,-6%,x
O=C(NNS(=O)(=O)c1ccc(Br)cc1)c1cccs1,-3%,19%,6%[11.5 µM],-1%,0.0%,-1%,0,2%,5%,-5%
CCOC(=O)Cc1csc(NC(=O)c2cc(C)on2)n1,5%,x,x,x,x,2%,x,u,x,-2%
O=C(CC1Nc2ccccc2NC1=O)Nc1ccccc1 (configuration not stated),-60%,5%,12%,u,-0.3%,2%,11,-25%,u,-3%
CCC(=O)c1ccc(O)c(OC)c1,17%,3%,-3%,3%,-0.4%,-5%,-3,9%,-14%,0%
COc1ccc(N(CC(=O)NCCC2=CCCCC2)S(=O)(=O)c2ccc(C)cc2)cc1OC,-23%,-15%,1%,4%,-0.3%,-7%,12,-1%,15µM*,0%
Cc1ccc(C)c(S(=O)(=O)N2CCCC2CNC(=O)C(=O)NCCN2CCOCC2)c1 (configuration not stated),2%,x,-4%,4%,-0.4%,4%,3,-9%,-1%,0%
CCOc1cc(/C=C2\SC(=N)N(c3nonc3N)C2=O)ccc1OCCN1CCOCC1,4%,-23%,-5%,-6%,0.9%,3%,4,-10%,3%,-5%
COc1ccc(-c2c(C#N)c(N)nc3c2CCCC3)cc1OC,-17%,x,x,x,x,1%,x,9%,x,-5%
Cc1ccc(S(=O)(=O)N2CCC(C(=O)Nc3ccc(C(C)C)cc3)CC2)cc1,-24%,x,-6%,-9%,-0.1%,-9%,12,-36%,u,-2%
C=CCOC(=O)COc1ccc2c(C)c(C)c(=O)oc2c1C,2%,0%,0%,7%,0.1%,-6%[46.1 µM],1,18%[7.66 µM],17%,-5%
Cn1ncc([N+](=O)[O-])c1C(=O)NCc1ccccc1,26%,12%,8%,0%,-1.0%,-2%,-2,3%,0%,-5%
Cc1ccc(NS(=O)(=O)N2CCOCC2)c(C)c1,4%,10%,7%,10%,0.5%,-13%,0,2%,-10%,-11%
NC(=O)c1cc2ccccc2o/c1=N/NC(=O)c1cccc(F)c1,-2%,-13%,2.8µM*,2%,-0.2%,-7%,3,u,13%,-3%
O=C1SCCN1N=Cc1ccc([N+](=O)[O-])o1,-47%,x,x,x,x,-2%,x,-54%[inhibitor],x,-3%
CN(C)S(=O)(=O)c1cc(NC(=O)c2cc(=O)[nH]c3ccccc23)ccc1Cl,x,13%,-4%,-1%,0.0%,x,2,x,u,x
COC(=O)Cc1c(C)c2ccc(OCC(=O)N3CCCC(C)C3)c(C)c2oc1=O (configuration not stated),-18%,-6%,5%,-7%,-0.6%,2%,-3,-3%,u,1%
Cc1ccc(F)c(C2C3C=CCC(c4cccc(-c5ccc(N(C)C)cc5)c4)C3C(=O)N2Cc2ccccc2)c1 (configuration not stated),12%,-1%,-35%,11%,-0.5%,3%,-3,3%,-22%,3%
COc1ccc(CC(O)COS(N)(=O)=O)cc1 (configuration not stated),28%,2%,11%,x,7.0%,4%,-3,3%,13%,-2%

# Some of these compounds in order of the TCR act value, low to high.
Compound	TCR act
Cc1ccc(NS(=O)(=O)N2CCOCC2)c(C)c1	-13%
Cc1ccc(S(=O)(=O)N2CCC(C(=O)Nc3ccc(C(C)C)cc3)CC2)cc1	-9%
COc1ccc(N(CC(=O)NCCC2=CCCCC2)S(=O)(=O)c2ccc(C)cc2)cc1OC	-7%

# Not a hit list. Share with any hit: about 3.8%.
